Bioassay records: PubChem, several laboratories
BoNT-A LC inh2: BoNT/A light chain protease inhibitors, primary screen, biochemical, flow cytometry, MLPCN library. Botulinum neurotoxin type A light chain protease (Clostridium botulinum A str. ATCC 3502). multiplex microsphere protease substrate cleavage. inhibition, % at 10 µM. 0.17% of 360,000 active; further: plate controls were buffer without enzyme for full effect and enzyme alone for no effect
FadD28 binding: inhibitors of FadD28 bisubstrate probe binding, primary screen, biochemical, fluorescence polarization, single point. Mycobacterium tuberculosis FadD28 fatty-acid-AMP ligase. inhibition, % at 12.5 µM. 0.22% of 360,000 active. AID 588549, 2011; in the data active means inhibition above about 8.5%, passing the limit was not always enough; inconclusive means no clear call, values can overlap the other calls
Anthrax LF prot: Bacillus anthracis LF protease inhibitors, primary screen, biochemical, multiplex microsphere, MLPCN library | multiplex microsphere protease cleavage assay | AID 588501, 2011 | inhibition, % at 10 µM | 0.12% of 360,000 active | Lethal factor (Bacillus anthracis), P15917; further: plate controls were buffer without enzyme for full effect and enzyme alone for no effect
Target sequence (P15917 whole entry, looked up): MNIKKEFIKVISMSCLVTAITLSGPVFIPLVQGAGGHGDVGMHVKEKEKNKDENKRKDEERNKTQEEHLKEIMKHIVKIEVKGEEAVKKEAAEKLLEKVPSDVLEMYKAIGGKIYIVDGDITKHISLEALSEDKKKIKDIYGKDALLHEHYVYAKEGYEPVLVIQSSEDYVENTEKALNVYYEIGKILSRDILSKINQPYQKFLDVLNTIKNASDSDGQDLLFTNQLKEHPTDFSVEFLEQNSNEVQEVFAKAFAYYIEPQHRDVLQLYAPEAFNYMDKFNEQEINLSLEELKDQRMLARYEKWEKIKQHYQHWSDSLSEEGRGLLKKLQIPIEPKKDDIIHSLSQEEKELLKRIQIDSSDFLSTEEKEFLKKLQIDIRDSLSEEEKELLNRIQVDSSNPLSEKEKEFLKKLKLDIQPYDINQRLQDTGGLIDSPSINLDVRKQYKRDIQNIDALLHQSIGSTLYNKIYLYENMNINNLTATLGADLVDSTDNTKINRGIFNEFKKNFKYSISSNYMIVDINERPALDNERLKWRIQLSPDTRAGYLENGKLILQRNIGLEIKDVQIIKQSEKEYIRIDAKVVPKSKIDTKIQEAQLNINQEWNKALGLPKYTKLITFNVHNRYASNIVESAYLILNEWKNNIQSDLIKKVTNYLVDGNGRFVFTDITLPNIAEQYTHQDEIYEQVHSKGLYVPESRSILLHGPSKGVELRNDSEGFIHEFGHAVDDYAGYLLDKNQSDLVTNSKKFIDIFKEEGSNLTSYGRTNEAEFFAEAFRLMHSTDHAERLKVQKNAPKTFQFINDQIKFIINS
BoNT-F LC inh: BoNT/F light chain protease inhibitors, primary screen, biochemical, flow cytometry, MLPCN library. Multiplex microsphere protease cleavage assay. inhibition, % at 10 µM. 0.22% of 360,000 active; in the data active means inhibition above about 35%, passing the limit was not always enough; inconclusive means no clear call, values can overlap the other calls; further: plate controls were buffer without enzyme for full effect and enzyme alone for no effect
GDH-TPI counter: GDH-TPI coupling enzyme inhibitors, primary screen, artefact control for M. tuberculosis FBA inhibitor project, biochemical, absorbance, full deck; GDH-TPI coupled enzyme counterscreen, NADH absorbance; inhibition, % at 4.8 µM; 1.2% of 360,000 active; in the data active means inhibition above about 30%;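 further: 0% = DMSO wells and 100% = wells lacking the enzyme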
PfHsp40 rescue: rescue of yeast from PfHsp40 toxicity, primary screen, S. cerevisiae, ATP luminescence; 0.68% of 340,000 active; AID 504582, 2011; growth rescue, % at 12.5 µM; S. cerevisiae expressing PfHsp40, growth rescue; in the data active means growth rescue above about 28%, passing the limit was not always enough; inconclusive means no clear call, values can overlap the other calls;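 further: yeast W303a lacking pdr1 and pdr3 grown in galactose medium; growth measured after three days at 30 °C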
BioA inh: M. tuberculosis BioA enzyme inhibitors, primary screen, biochemical, plate reader, single point, HTS | 7,8-diaminopelargonic acid synthase BioA (Mycobacterium tuberculosis) | purified M. tuberculosis BioA enzyme | inhibition, % at 9.99 µM | 0.096% of 360,000 active; in the data active means inhibition above about 40%; inconclusive means no clear call, values can overlap the other calls
Mtb FBA inh: Mtb FBA enzyme inhibitors, primary screen, biochemical, fluorescence, strain H37Rv; purified M. tuberculosis FBA, fluorescence read-out; inhibition, % at 1 µM; 2.3% of 360,000 active; in the data active means inhibition above about 27%;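 further: 0% = vehicle and 100% = reference inhibitor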
UGM FP inh: M. tuberculosis UGM enzyme inhibitors, primary screen, biochemical, fluorescence polarization, single point; AID 504406, 2011; 0.06% of 320,000 active; inhibition, % at 10 µM; purified UGM, fluorescence polarization probe displacement; UDP-galactopyranose mutase (Mycobacterium tuberculosis (strain ATCC 25618 / H37Rv)), …; in the data active means inhibition above about 10%, passing the limit was not always enough; inconclusive means no clear call, values can overlap the other calls
* hit, by the source's call; ? = inconclusive; / = no result given. Unless noted, no stated cut-off is given here; in the data, active means inhibition above about 30%; inconclusive means no clear call, values can overlap the other calls; inactive means below that. Compounds were not picked by outcome; overall some 4.7% were active at least once.

SMILES	BoNT-A LC inh2	FadD28 binding	Anthrax LF prot	BoNT-F LC inh	GDH-TPI counter	PfHsp40 rescue	BioA inh	Mtb FBA inh	UGM FP inh
Cc1c(N=Cc2c(O)n(Cc3ccc(F)cc3)c(=O)[nH]c2=O)c(=O)n(-c2ccccc2)n1C	-0.1	-0.2	-11	-1	25	0.3	-4.2	0	0.0
COc1ccc(NC(=O)CN(C)C(=O)CCNC(=O)Nc2ccccc2)cc1	-60	0.1	-11	-96	6	-1.1	-4.1	1	/
CC(O)CNC12CC3CC(CC(C3)C1)C2 (stereo unspecified)	-0.1	-1.3	-4	0	-7	-1.5	/	3	-0.8
O=C(NCc1ccncc1)/C(=C\c1ccc(F)cc1)NC(=O)c1ccccc1	-1.7	-4.4	-2	-3	1	-1.7	1.3	45*	-3.9
CC(=O)NC(Cc1cccc(C)c1)C(=O)NC1CCN(C(=O)c2ccc([N+](=O)[O-])cc2)CC1 (stereo unspecified)	-0.9	-1.7	0	0	3	-0.4	/	-2	1.0
Cc1ccc(OCCC(=O)OCC(=O)N2c3ccccc3NC(=O)C2(C)C)cc1	2.2	-1.0	-4	-1	-6	0.3	/	-1	-2.4
COc1ccc(CCNC(=O)CSc2ccc3nnc(CCNC(=O)c4ccccc4)n3n2)cc1OC	1.0	-4.2	1	3	-10	0.7	-0.8	-4	-1.3
O=C1c2cccnc2C(=O)N1CO	2.6	-1.0	2	10	-5	0.4	1.9	-1	0.8
Cc1ccc(C)c(Nc2nc(-c3ccncc3)nc3ccccc23)c1	0.4	-2.7	-2	42*	11	-0.7	-0.9	1	0.0
CC(C)c1ccc(-c2noc(C3CCCN(S(C)(=O)=O)C3)n2)cc1 (stereo unspecified)	-1.8	-2.6	-2	-2	4	1.3	-1.2	-1	0.8
CC(C)(C)NC(=O)CSc1nc2ccccc2n1-c1ccccc1	0.2	-2.9	-3	-12	-1	-0.8	1.3	-3	2.1
CCC(c1nnnn1C(C)(C)CC)N(CCN1CCOCC1)Cc1cc2cc(C)ccc2[nH]c1=O (stereo unspecified)	-0.4	-5.5	1	0	3	0.6	-1.7	2	-0.1
O=C(Nc1ccc(Cl)cc1)c1ccc(-n2cccn2)c([N+](=O)[O-])c1	3.0	-2.7	2	2	16	0.4	6.9	-3	2.0
CCOC(=O)Nc1cccnc1Sc1ccc(Cl)cc1	0.3	0.0	-8	-4	5	0.6	-1.8	-1	-1.8
FC(F)(F)c1cccc(NC(=S)NCCc2ccccn2)c1	0.7	-0.9	-6	-1	-4	0.3	0.7	-2	-0.8

Sorted by heavy-atom count (ascending): part of the list above
SMILES	BoNT-A LC inh2	FadD28 binding	Anthrax LF prot	BoNT-F LC inh	GDH-TPI counter	PfHsp40 rescue	BioA inh	Mtb FBA inh	UGM FP inh
CC(O)CNC12CC3CC(CC(C3)C1)C2 (stereo unspecified)	-0.1	-1.3	-4	0	-7	-1.5	/	3	-0.8
O=C(Nc1ccc(Cl)cc1)c1ccc(-n2cccn2)c([N+](=O)[O-])c1	3.0	-2.7	2	2	16	0.4	6.9	-3	2.0
O=C(NCc1ccncc1)/C(=C\c1ccc(F)cc1)NC(=O)c1ccccc1	-1.7	-4.4	-2	-3	1	-1.7	1.3	45*	-3.9
CC(=O)NC(Cc1cccc(C)c1)C(=O)NC1CCN(C(=O)c2ccc([N+](=O)[O-])cc2)CC1 (stereo unspecified)	-0.9	-1.7	0	0	3	-0.4	/	-2	1.0
CCC(c1nnnn1C(C)(C)CC)N(CCN1CCOCC1)Cc1cc2cc(C)ccc2[nH]c1=O (stereo unspecified)	-0.4	-5.5	1	0	3	0.6	-1.7	2	-0.1
COc1ccc(CCNC(=O)CSc2ccc3nnc(CCNC(=O)c4ccccc4)n3n2)cc1OC	1.0	-4.2	1	3	-10	0.7	-0.8	-4	-1.3

Remaining list, next part.
SMILES	BoNT-A LC inh2	FadD28 binding	Anthrax LF prot	BoNT-F LC inh	GDH-TPI counter	PfHsp40 rescue	BioA inh	Mtb FBA inh	UGM FP inh
CCOC(=O)N1CCN(C(=O)CS(=O)(=O)Cc2nc(-c3cccc(OC)c3)oc2C)CC1	0.3	-3.3	4	8	0	-0.1	1.3	2	-1.2
NC(=O)CC(c1ccccc1)c1ccco1 (stereo unspecified)	1.0	-4.1	-2	12	3	-0.1	-0.6	1	2.1
Cc1ccc(OCC(O)CN2CCN(CC(O)COc3ccc(C)cc3Cl)CC2)c(Cl)c1 (stereo unspecified)	0.3	-0.2	-6	-11	1	66*	0.3	0	-1.6
CN1CCN(S(=O)(=O)c2ccc(NCc3ccc4c(c3)OCO4)nc2)CC1	-0.5	-0.3	-7	-4	3	-1.4	0.1	1	/
O=Cc1ccc(OCc2ccccn2)cc1	0.0	-2.9	-2	2	5	5.8	-2.1	-1	1.3
O=C1CCN(CCc2ccccc2)CCN1[C@H](CSc1ccccc1)Cc1ccccc1	1.0	-1.4	8	-2	4	0.9	-0.9	-1	-1.4
COc1cccc2c1O/C(=N\O)C(C(=O)Nc1ccc(C)cc1)C2 (stereo unspecified)	0.7	-1.2	11	26	-1	0.4	-1.1	-1	-7.9
Cc1ccc(-c2cc(C(=O)Nc3c(C)n(C)n(-c4ccccc4)c3=O)[nH]n2)c(O)c1	?	-0.8	-2	0	17	-0.4	-2.8	0	-1.3
Cc1ccccc1N(CC(=O)NC(C)(C)C)C(=O)CCC(=O)Nc1nccs1	1.3	-0.2	8	10	-12	-1.1	-2.0	2	-0.5
CCn1c(COc2c(C)cccc2C)nnc1SCC(=O)N1CCN(c2ccccc2)CC1	-0.6	-1.9	-3	4	-2	1.3	-0.5	0	1.4
Cc1cc(/C=C(\C#N)C(=O)NCc2cccs2)c(C)n1-c1ccc([N+](=O)[O-])cc1	-0.8	-2.5	-3	-9	8	-0.6	-1.9	2	-0.2
COc1ccccc1NC(=O)CSc1nnc(-c2ccco2)n1N	1.0	-1.6	-2	7	0	1.0	-1.9	0	-1.2
CCN(CC)S(=O)(=O)c1ccc2c(c1)N(CC(=O)NCCCN1CC(C)CC(C)C1)C(=O)CO2 (stereo unspecified)	0.7	1.7	0	-4	6	0.2	-4.0	6	-1.0
CC(C(=O)c1ccccc1)n1c(N2CCOCC2)nc2c1c(=O)n(C)c(=O)n2C (stereo unspecified)	0.1	-2.6	-1	3	3	0.0	-0.8	3	-0.5
COc1ccc2cc(C)c3nnc(SCC(=O)Nc4nc(-c5ccc(F)cc5)cs4)n3c2c1	1.0	-3.6	-1	4	3	?	/	0	-2.7
CC(C)c1nnc(SCC(=O)NC(C)(C)C)n1C	-0.3	-1.2	3	2	13	-1.3	/	1	-0.9
O=[N+]([O-])c1ccc(N2CCCCC2)nc1N1CCCCC1	?	-1.8	12	?	8	2.0	-2.7	-14	3.2
COC(=O)c1c(C)c[nH]c1C	0.1	-2.2	-5	-5	8	-0.5	-0.8	4	0.9
Cc1ccc(OCC(O)CNC(C)c2ccccc2)cc1C (stereo unspecified)	0.1	-1.9	-3	2	-1	-0.9	0.8	2	-1.4
CC(=O)Nc1ccc2nc(CN3CCN(Cc4ccc(F)cc4)C(CCO)C3)ccc2c1 (stereo unspecified)	-1.9	-1.8	2	-7	5	-0.9	0.3	16	-0.8
COc1ccc2oc(=O)c(C(=O)Nc3ccccc3C)cc2c1	-3.4	-1.6	2	-8	16	-0.8	-1.7	-1	1.9
CCN1C(=O)CC(N2CCC(C(=O)N3CCCCCC3)CC2)C1=O (stereo unspecified)	-0.4	-2.6	-6	-3	6	6.4	/	0	2.1
Cc1ccc(-c2nnc(SCC(=O)N(C)C)nc2-c2ccc(C)cc2)cc1	2.6	-3.2	0	3	-2	-0.8	-1.6	-2	-0.2
O=C(NCc1ccc(OC(F)(F)F)cc1)c1cc(-c2ccccc2)nn1CC1CC(c2cccnc2)=NO1 (stereo unspecified)	-0.7	-5.7	-6	1	9	65*	1.6	3	1.4
Nn1c(SCC(=O)NC2CCCCCC2)nnc1-c1ccco1	0.3	-1.6	-4	6	2	/	0.2	0	/
N=C1c2ccccc2CN1NC(=O)c1cccc(S(=O)(=O)N2CCCCC2)c1	-0.3	-0.7	1	-3	0	-0.5	/	2	0.8
O=C(N/N=C/c1cccs1)c1cc(-c2ccc(Cl)s2)[nH]n1	-0.7	-5.6	1	-1	21	0.2	-1.0	-5	0.6
CCOC(=O)C(CC)Sc1nnc2cc(C)c3ccccc3n12 (stereo unspecified)	-1.2	-1.7	2	3	-5	0.0	2.9	4	1.1
COc1ccc(C(=O)Nc2nc(C)c3cc4c(cc3n2)OCO4)cc1	-1.2	-0.9	1	-3	11	-0.8	-0.2	0	-0.3
Cc1ccccc1NC(=O)COC(=O)C1=COCCO1	5.1	-1.1	-4	7	0	-0.9	-0.2	-1	1.6
Cc1cc(C(=O)N/N=C/C=C/c2ccccc2)n[nH]1	/	-1.1	/	/	61*	2.9	-0.7	-1	1.4
COC(=O)C1=C(C)Nc2c(c(=O)n(C)c(=O)n2C)C1c1ccc(Cl)cc1 (stereo unspecified)	-0.4	-0.4	-1	-10	16	-0.8	-2.2	3	3.5
Cc1ccc(S(=O)(=O)C(F)(F)F)cc1NC(=O)c1cccnc1	2.1	-6.8	1	26	-14	1.5	2.2	0	-2.1
CCOC(=O)c1c(/N=C/c2cc(C)ccc2O)sc2c1CCN(C)C2	2.3	-1.3	-1	-2	-11	0.6	/	0	1.8
O=c1c(C=Nc2ccc(Oc3ccccc3)cc2)c[nH]n1-c1cccc(Cl)n1	0.9	-0.7	10	2	6	0.8	-1.0	-3	0.6
CNc1c(NS(=O)(=O)c2ccc(F)c(Cl)c2)c(=O)oc2ccccc12	-2.7	-4.3	6	8	-3	0.4	1.2	-1	1.8
CCOCCCNC(=O)C1CCCN(S(=O)(=O)c2ccc(-n3cnnn3)cc2)C1 (stereo unspecified)	1.8	0.9	1	9	7	3.1	2.4	1	3.8
COc1ccc(-c2c(C)[nH]n3c(=O)c(Cc4ccccc4)c(C)nc23)cc1OC	-1.2	0.2	0	4	2	1.3	21	-2	0.4
O=C(O)/C(=C\c1cccc(F)c1)c1ccc(S(=O)(=O)N2CCCCC2)s1	0.9	-4.1	1	3	-2	-0.6	/	-7	2.4
N#Cc1c(NC(NC(=O)c2ccco2)C(=O)c2ccccc2)sc2c1CCCC2 (stereo unspecified)	0.1	-0.5	-9	-1	7	1.1	1.5	-4	3.0
COc1ccc(Cc2nc(C(=O)Nc3ccc(F)cc3)cs2)cc1	0.1	-2.0	-1	4	13	4.8	0.2	-1	-0.8
CC(=O)N1CCN(Cc2nc3cc(NC(=O)NC4CCCCC4)ccc3n2C)CC1	-0.3	?	-2	0	-9	-0.3	2.7	3	0.6
O/N=C(/c1ccc(Cl)cc1)C1CC1c1ccccc1 (stereo unspecified)	1.0	-4.4	-13	13	2	5.5	0.6	4	-1.7
CCCN1C(=O)c2ccc(C(=O)Nc3ccc4c(c3)OCO4)cc2C1=O	-2.0	-0.4	-2	4	4	0.0	-0.7	-2	-2.4
CC(=O)c1ccccc1Oc1nc(CN2CCOCC2)nc2scc(-c3cccs3)c12	0.3	-0.1	-5	-14	1	-0.5	1.3	2	-2.5
COC(=O)c1ccccc1NC(=O)Cn1nnc(-c2ccc3c(c2)OCO3)n1	1.4	-1.0	-4	2	1	8.5	-1.0	0	-0.4
COc1ccc(-c2nnc(Nc3ccc(S(=O)(=O)Nc4nccs4)cc3)c3ccccc23)cc1	0.0	-4.6	2	-4	-4	14	/	-1	/
CCOC(=O)N1CCN(C(=O)CN(Cc2ccccc2)S(=O)(=O)c2ccc(OC)c(Cl)c2)CC1	-0.2	-4.0	-2	-6	5	0.8	0.4	2	3.5
Brc1ccc(CSc2ccc(-c3ccco3)nn2)cc1	0.4	-3.8	-1	0	1	-1.5	/	2	0.2
